# Imprint erasure – genomic imprint erasure induction; mouse ES Peg3-LacZ reporter, beta-gal luminescence, 40 h; Potency, µM (highest dose often 60.7 µM), without a hit: at the highest dose activity change, positive = activation, actives largely listed as activators; 0.02% of 110,000 active;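 also: 0% = negative control wells on the plate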
#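 Gelatin-coated wells received 300 freshly trypsinized female ES cells with a Peg3LacZ-Neo reporter on the maternal allele, then incubated 40 hours at 37C. BetaGlo was added for 5 minutes at room temperature before a single luminescence read.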
# p53ts 32C kill – kills p53ts cells at the permissive temperature; H1299-p53A138V at 32C, ATP luminescence viability, 24 h; Potency, µM (highest dose often 46.1 µM), inactives show top-dose activity change, negative = cytotoxicity, usual class: cytotoxic; 0.93% of 130,000 active; AID 924;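 also: 0% = DMSO and -100% = full killing by reference compound; nearly all actives have a fitted effect of over 55% in size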
#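 Cells: H1299 p53ts (A138V), 600/well, pre-incubated 16–30 h at 37C. Cpd up to 46 uM, 24 h, 32C. Readout: ATPlite luminescence, 20 min RT. Normalization: DMSO vs tamoxifen 100 uM. AC50 by Hill equation.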
# p53ts 39C kill – kills p53ts cells at the nonpermissive temperature | 1.5% of 130,000 active | Potency, µM (top dose mostly 46.1 µM), for inactives: top-dose activity change, negative = cell killing, hits mostly cytotoxic | H1299-p53A138V viability at 39C, ATP luminescence, 24 h; also: nearly all actives have a fitted effect of over 55% in size
# IkB sig inh – IkB pathway inhibition in ABC-DLBCL cells. ABC-DLBCL IkBa-CBG/CBR dual luciferase ratio, 4 h; response scale: scaled: untreated 0%, proteasome inhibitor 100%. Potency, µM (titrated, usually from 57.1 µM), for the others: top-dose IkBa stabilization activation. 0.04% of 110,000 active. AID 445; active = well fitted curve in the direction sought with a large enough effect in the signal ratio, not every such curve was filed as active; inconclusive = small, poorly fitted or top-dose-only effect, or a change in a side signal; the % refers to the signal ratio;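 also: the direction sought is a rising ratio; 0% = basal untreated cells and 100% = reference inhibitor full response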
#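 Luminescence ratio of IκBα-fused green versus native red beetle luciferase in OCI-Ly3 cells, 4 h post-doxycycline with compound; red signal alone, scaled from basal (0%) to zero light (-100%), flagged nonspecific or cytotoxic effects.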
# The depositor's hits bear a star; u = inconclusive; x = not tested or not shown; & = joins results of further samples; [ ] = dose if it differs, or a comment. Unless noted, calls follow the shape of the dose curve; as a rule, active = well fitted curve in the direction sought with a large enough effect; inconclusive = small, poorly fitted or top-dose-only effect, or another doubt; inactive = no such curve, though single readings can be large; an effect the other way counts as inactive or inconclusive. Unless noted, % is scaled to controls: 0 for no effect and ±100 for the full control effect; potency is read from the fitted curve at half-maximal effect. An unsorted share of the library; any-hit rate near 1.8%.
compound	IkB sig inh	p53ts 32C kill	p53ts 39C kill	Imprint erasure
O=S(NC1CCCCC1)C12CC3CC(CC(C3)C1)C2 (stereo not drawn)	3.5%	4%	3%	-7%
O=C(CSc1nc2ccccc2n1CC(=O)N1CCCC1)NCc1ccc2c(c1)OCO2	0.7%	5%	-3%	11%
CCCN(CCC)CCNC(=O)C1CCCN(S(=O)(=O)c2cccc3nsnc23)C1 (stereo not drawn)	-3.1%	1%	42%[activator]	u
O=C(Cn1c(=O)n(Cc2ccco2)c(=O)c2oc3ccccc3c21)Nc1ccc(F)c(Cl)c1	13%	5%	-19%	-12%[10.9 µM]
Cc1ccc(S(=O)(=O)c2nc(-c3ccc(F)cc3)oc2SCC(=O)NC2CCCCC2)cc1	u	5%	30%	20%[10.9 µM]
COc1ccc(OC)c(CCNC(=O)c2cnn(-c3ccccc3)c2C2CCN(C(=O)OC(C)(C)C)CC2)c1	u	11%	13%	-3%[10.9 µM]
O=C(CC1(O)C(=O)N(CCc2ccccc2)c2ccc(Br)cc21)c1ccc(F)cc1 (stereo not drawn)	u	u	u	-2%[10.9 µM]
CCCc1cc(=O)[nH]c(SCC(=O)c2cc(C)n(CCOC)c2C)n1	2.7%	4%	4%	-12%
C=CCN(CC=C)C(=O)Cc1ccc(F)cc1	0.7%	2%	12%	7%
COc1ccc(S(=O)(=O)c2c(O)c3ccc(C(=O)Nc4ccccc4)cc3[nH]c2=O)cc1	u	1%	-3%	-13%[10.9 µM]
O=C(CSc1ncccn1)NCc1ccccc1Cl	0.1%	-3%	-19%	-20%
COc1ccccc1CNC(=O)CC1N=C2c3ccccc3N=C(SCC(=O)Nc3ccc(F)cc3)N2C1=O (stereo not drawn)	6.0%	3%	-12%	-9%[10.9 µM]

# Other entries
compound	IkB sig inh	p53ts 32C kill	p53ts 39C kill	Imprint erasure
CCCNS(=O)(=O)c1ccc(NC(=O)Cc2cccs2)cc1	x	-2%	13%	x
COc1cccc(C(=O)OCn2nnc3ccccc3c2=O)c1	1.5%	-1%	-6%	-39%[inhibitor]
CCCOc1ccc(C(=O)N(Cc2cccs2)c2ccc(C)cc2)cc1	u	12%	-17%	-9%[10.9 µM]
O=C(O)c1cc(=O)c2ccc(Cl)cc2[nH]1	-0.1%&13%	7%	19%	-13%&-2%&-8%
COC(=O)c1cccc(S(=O)(=O)N2CCC(NC(=O)NC34CC5CC(CC(C5)C3)C4)CC2)c1	u	-2%	-1%	-12%
N#Cc1cc2c(nc1SCc1ccccc1)CCC2	x	-2%	20%	x
CCOC(=O)C1CCCN(C(=O)c2cc3c(=O)[nH]c4ccc(C)cc4c3s2)C1 (stereo not drawn)	u	-6%	-11%	-9%[10.9 µM]
Cc1ccc(CCNS(=O)(=O)c2cc(-c3cc(C)no3)ccc2C)cc1	u	3%	-6%	-11%[10.9 µM]
Cc1cc(C)c2c3c(c(-c4ccccc4)n2n1)c(=O)n(C)c(=O)n3C	1.6%	2%	-6%	1%
COc1cccc(-c2ccc(-c3noc(-c4ccccc4F)n3)c(OC)n2)c1	-1.9%	2%	-12%	10%
CC(=O)N1c2ccc(S(=O)(=O)N3CCCCCC3)cc2CC1C(=O)NCc1ccccc1 (stereo not drawn)	-2.1%	2%	-23%	-8%[10.9 µM]
C=C(C)CN(CC)C(=O)CSc1nc2ncc(Cl)cc2[nH]1	0.1%	-10%	-13%	-5%

# Next records
compound	IkB sig inh	p53ts 32C kill	p53ts 39C kill	Imprint erasure
Cc1nnc(NC(=O)C2CCN(c3cnccn3)CC2)s1	0.0%	-5%	-1%	7%
CCOC(=O)C1CCN(C(=O)CSc2cc(=O)n(C)c3ccccc23)CC1	0.7%	5%	2%	-20%
CCOC(=O)N1CCN(S(=O)(=O)c2ccc(Br)s2)CC1	1.5%	-5%	-2%	-17%
O=C(OCCN1C(=O)c2ccccc2C1=O)c1cc(S(=O)(=O)N2CCOCC2)ccc1Cl	0.8%	21%	-5%	-13%
COc1ccc(C(c2nnnn2C2CCCC2)N2CCN(c3ccccc3)CC2)cc1 (stereo not drawn)	x	0%	-10%	x
COc1ccc2c(c1)CCc1c(C(=O)N3CC4(C)CC3CC(C)(C)C4)noc1-2 (stereo not drawn)	4.9%	-3%	-18%	-15%
COC(=O)c1ccccc1NC(=O)Cn1c(=O)n(Cc2ccc(C(=O)NCc3ccc4c(c3)OCO4)cc2)c(=O)c2ccccc21	-0.2%	13%	22%	-3%[10.9 µM]
Cc1cc(C)c(NC(=O)CSc2nc3nccnc3c(=O)n2CCc2c[nH]c3ccccc23)c(C)c1	-1.9%	-1%	-10%	-11%[10.9 µM]
Cc1cccc(NC(=O)N2CCC3(CC2)Oc2ccccc2C(=O)N3Cc2ccccc2F)c1C	4.0%	17%	11%	-15%[10.9 µM]
O=C(NCc1ccc2c(c1)CCN2C(=O)c1ccncc1)c1ccccc1F	-2.7%	5%	29%	u
O=C(Nc1ccc(Br)c2cccnc12)c1cccc2ccccc12	-0.4%	-5%	1%	-4%[10.9 µM]
COc1cc(OC)c(NC(=O)CCc2nc(C3=CCN(Cc4cccc(Cl)c4)CC3)no2)cc1Cl	u	-5%	7%	-11%[10.9 µM]

# (further entries)
compound	IkB sig inh	p53ts 32C kill	p53ts 39C kill	Imprint erasure
O=C(CSc1nnc(-c2cccs2)o1)Oc1ccccc1Cl	-0.2%	8%	29%	-8%[10.9 µM]
O=C(O)C1CCC(CNCc2cccnc2)CC1 (stereo not drawn)	1.2%	0%	3%	0%
O=C1C2CC=CCC2C(=O)N1CC1CCCO1 (stereo not drawn)	-0.7%	-3%	3%	1%
COc1cc(C)c(C(C)C)cc1S(=O)(=O)N1CCN(C)CC1	-1.5%	-1%	-4%	-11%
Cc1ccc(Cn2ccn(Cc3ccccc3F)c(=O)c2=O)cc1	3.4%	3%	4%	-7%[10.9 µM]
COc1ccc(OC)c(C2=NOC(C(=O)Nc3cccc(C(C)=O)c3)C2)c1 (stereo not drawn)	-0.7%	-3%	-6%	14%
CCOc1ccc(-c2cc(-c3nc(-c4ccc(C)cc4)no3)[nH]n2)cc1	-2.7%	-15%	-28%	-2%[10.9 µM]
O=C(Nc1ccc(Cl)cc1F)c1cc(S(=O)(=O)NC2CCCCCC2)ccc1F	u	-5%	-23%	18%[10.9 µM]
FC(F)(F)Oc1ccc(Nc2nc3ccccc3o2)cc1	-0.9%	-9%	-8%	-18%
Cc1ccc(CCNC(c2ccc(F)cc2)c2nnc(-c3ccccc3Cl)o2)cc1 (stereo not drawn)	u	-7%	-3%	9%[10.9 µM]
CCN1C(=O)C(O)(CC(=O)c2ccc(-n3cccc3)cc2)c2ccccc21 (stereo not drawn)	-0.1%	5%	8%	-13%
COc1cc(-c2oc3cc(O)ccc3c(=O)c2O)ccc1O	x	43%[activator]	21%	-45%[inhibitor]

# Continued:
compound	IkB sig inh	p53ts 32C kill	p53ts 39C kill	Imprint erasure
Cc1cc(O)c2c(-c3ccccc3)cc(=O)oc2c1	u	1%	0%	-8%
Cc1ccccc1Cn1cc(CCC(=O)NCc2cccc(Br)c2)c2ccccc21	-0.8%	1%	-6%	-11%[10.9 µM]
C[C@]12C=CC(=O)C=C1CC[C@@H]1[C@H]3C[C@@H](O)[C@](O)(C(=O)CO)[C@@]3(C)C[C@H](O)[C@]12F	u	1%[20.6 µM]	11%[20.6 µM]	-2%[16.8 µM]
Cc1cc(C)n2nc(CNS(=O)(=O)c3ccccc3)nc2n1	u	9%	-10%	4%[10.9 µM]
CCCc1cc2c(cc1NS(=O)(=O)c1ccc(CCNC(C)=O)cc1)OCO2	-0.4%	-17%	0%	-1%
c1ccc(-c2cnc(-c3ccc(-c4ncc(-c5ccccc5)o4)cc3)o2)cc1	0.6%[11.4 µM]	12%[9.22 µM]	8%[9.22 µM]	-3%[10.9 µM]
CC1CCCCN1C(=O)CSc1nc2ccsc2c(=O)n1Cc1ccccn1 (stereo not drawn)	-0.5%	1%	-5%	-73%[inhibitor]
O=C(O)CCC(=O)N1CCc2cc(S(=O)(=O)NCc3ccc(F)cc3)ccc21	0.2%	1%	-9%	-9%[10.9 µM]
Cc1cc(C)c(C(=O)CC2(O)C(=O)Nc3ccccc32)cc1C (stereo not drawn)	-0.2%	4%	4%	-1%
COc1ccc(CNC(=O)c2cc3c(-c4ccccc4F)nn(C)c3s2)cc1	u	9%	16%	-6%[10.9 µM]
CCCCN1C(=O)C(O)(c2c(C)[nH]c3ccccc23)c2ccccc21 (stereo not drawn)	u	4%	-12%	-1%[10.9 µM]
O=C(CN1CCC(NC(=O)c2ccc(F)cc2)CC1)NCc1ccccc1F	-0.1%	0%	10%	-7%

# Random excerpt: two compounds from above.
compound	IkB sig inh	p53ts 32C kill	p53ts 39C kill	Imprint erasure
Cc1cc(C)c2c3c(c(-c4ccccc4)n2n1)c(=O)n(C)c(=O)n3C	1.6%	2%	-6%	1%
O=C1C2CC=CCC2C(=O)N1CC1CCCO1 (stereo not drawn)	-0.7%	-3%	3%	1%

# The listing picks up, repeating the seven entries before the break.
compound	IkB sig inh	p53ts 32C kill	p53ts 39C kill	Imprint erasure
c1ccc(-c2cnc(-c3ccc(-c4ncc(-c5ccccc5)o4)cc3)o2)cc1	0.6%[11.4 µM]	12%[9.22 µM]	8%[9.22 µM]	-3%[10.9 µM]
CC1CCCCN1C(=O)CSc1nc2ccsc2c(=O)n1Cc1ccccn1 (stereo not drawn)	-0.5%	1%	-5%	-73%[inhibitor]
O=C(O)CCC(=O)N1CCc2cc(S(=O)(=O)NCc3ccc(F)cc3)ccc21	0.2%	1%	-9%	-9%[10.9 µM]
Cc1cc(C)c(C(=O)CC2(O)C(=O)Nc3ccccc32)cc1C (stereo not drawn)	-0.2%	4%	4%	-1%
COc1ccc(CNC(=O)c2cc3c(-c4ccccc4F)nn(C)c3s2)cc1	u	9%	16%	-6%[10.9 µM]
CCCCN1C(=O)C(O)(c2c(C)[nH]c3ccccc23)c2ccccc21 (stereo not drawn)	u	4%	-12%	-1%[10.9 µM]
O=C(CN1CCC(NC(=O)c2ccc(F)cc2)CC1)NCc1ccccc1F	-0.1%	0%	10%	-7%
CC(C)(C)OC(=O)N1Cc2ccccc2C[C@H]1C(=O)O	4.6%	12%	6%	0%
COc1cccc(C(=O)Nc2c3c(nn2-c2ccccc2C)CS(=O)C3)c1OC (stereo not drawn)	-1.1%	2%	-1%	-8%
CCOc1ccc(NC(=O)N2CCOc3ccccc32)cc1	u	2%	-15%	-10%[10.9 µM]
Fc1ccc(-n2cc(-c3ccccc3)c3c(NCCc4ccccc4)ncnc32)cc1	u	16%	-17%	-19%[10.9 µM]
Cc1cc(NCCCN)nc(-c2ccccc2O)n1	-1.4%	-6%	-14%	u
COc1ccc(OC)c(NC(=O)c2cccc3c2C(=O)N(C2CCCCC2)C3)c1	u	10%	15%	-1%[10.9 µM]
COC(=O)c1ccc(NC(=O)c2nn(C)c3c2COc2ccccc2-3)cc1	u	18%	-26%	-15%[10.9 µM]
NC1=NC(=O)CC(C(=O)NCCc2ccccc2)S1 (stereo not drawn)	0.4%	-4%	1%	x
COC(=O)CC1C(=O)NCCN1C(=O)NC1CCCCC1 (stereo not drawn)	1.0%	0%	4%	1%
Cn1c(=O)c(-c2ccccc2)nn2c3ccccc3nc12	1.6%	10%	5%	-2%
CC(C)c1ccc(NS(=O)(=O)c2ccc3[nH]cc(C(=O)NC4CCCCC4)c(=O)c3c2)cc1	-1.1%	u	u	-8%[10.9 µM]
Cc1ccc([N+](=O)[O-])cc1S(=O)(=O)N1CCn2cccc2C1c1ccccc1F (stereo not drawn)	3.0%	-4%	-9%	28%[10.9 µM]

# (further entries)
compound	IkB sig inh	p53ts 32C kill	p53ts 39C kill	Imprint erasure
O=C(Nc1nccs1)c1cnccn1	-1.6%	-8%	-8%	-14%
CCC(=O)N1CCc2cc(Br)cc(S(=O)(=O)NCCc3cccc(C)c3)c21	0.2%	8%	0%	-11%[10.9 µM]
CC(C)(C)OC(=O)N1CCC(c2c(C(=O)Nc3ccc4c(c3)OCCO4)cnn2-c2ccccc2)CC1	u	-2%	9%	-3%[10.9 µM]
COc1ccc(C2=NC(c3ccccc3)=Nc3ccc(C)cc3N2)cc1	u	3%	-6%	-8%[10.9 µM]

# From PubChem
